# RGS4 inhibitor – human RGS4 inhibition; Transcreener GDP fluorescence polarization, RGS4-accelerated GTP hydrolysis; Potency, µM (series often up to 114 µM), for inactives: at the highest dose activity change, negative = inhibition, usual class: inhibitors; actives 0.039% (n = 390,000); P49798; further: potency means the concentration at half of the fitted maximal effect; on the % scale 0 is the no-effect control and ±100 the full control effect; nearly all actives have a fitted effect of over 75% in size; some results filed as inactive show a strong effect at the top dose
# Target sequence (P49798 whole entry, looked up): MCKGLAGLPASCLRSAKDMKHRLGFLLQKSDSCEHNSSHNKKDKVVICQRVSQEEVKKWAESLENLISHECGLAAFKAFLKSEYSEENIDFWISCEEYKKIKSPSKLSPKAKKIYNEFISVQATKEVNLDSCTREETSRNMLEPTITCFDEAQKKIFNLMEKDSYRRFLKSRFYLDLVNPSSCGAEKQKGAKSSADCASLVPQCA
#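 MLSMR compounds (23 nl, pin-transferred) preincubated 10 min at room temperature with a 500nM (2x) first reagent, then RGS4 at 900nM (2x) plus Transcreener GDP mix added; fluorescence polarization (620/688 nm) read before and after 90 min at 30 °C.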
# Vif-A3F inh – Vif-A3F binding inhibition | HeLa A3F-eYFP + Vif (tagged APOBEC3F with the HIV-1 protein that degrades it), YFP fluorescence increase | Potency, µM (highest dose often 46.1 µM), for the others: top-dose activity, negative = active | actives 0.2% (n = 390,000); further: potency means the concentration at half of the fitted maximal effect; % of control where 0% means no effect; nearly all actives have a fitted effect of over 65% in size
#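 HeLa cells stably expressing A3F-eYFP plus Vif, plated and incubated overnight at 37 deg C, then exposed to compounds overnight at 37 deg C. Blocked degradation read as raised yellow fluorescence (Ex 488/Em 500-530).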
# Vif-APOBEC3G blk – blocks the Vif interaction with human APOBEC3G. Q9HC16. HeLa A3G-eYFP + Vif (tagged APOBEC3G with the HIV-1 protein that degrades it), YFP fluorescence, overnight. Potency, µM (top dose mostly 46.1 µM), for the others: at the highest dose activity, negative = active, most hits filed as inhibitors. actives 0.076% (n = 410,000). AID 602310;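 further: potency means the concentration at half of the fitted maximal effect; on the % scale 0 is the no-effect control and ±100 the full control effect; nearly all actives have a fitted effect of over 60% in size; hits raise eYFP signal because A3G escapes Vif-driven loss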
#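 Read-out is eYFP fluorescence (Ex 488/Em 500-530) from Vif-expressing HeLa A3G-eYFP cells; more signal means A3G escaped Vif-mediated degradation. Cells plated overnight, compound pinned in, incubated overnight at 37 deg C.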
# IDH1 R132H inh – human IDH1 R132H inhibition; O75874; IDH1-R132H enzyme, NADPH consumption, diaphorase/resazurin fluorescence; actives 0.093% (n = 390,000); Potency, µM (top dose mostly 76.6 µM), inactives show top-dose activity change, negative = inhibition, usual class: inhibitors; further: potency means the concentration at half of the fitted maximal effect; on the % scale 0 is the no-effect control and ±100 the full control effect; nearly all actives have a fitted effect of over 65% in size
#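 IDH1-R132H (0.5 ug/mL dispensed) in pH 7.5 Tris buffer was preincubated 30 min with compound, then given a substrate mix of 0.016 mM NADPH and 2 mM alpha-KG for 80 min at room temperature; remaining NADPH was read by diaphorase/resazurin fluorescence.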
# USP1 inh – blocks the human USP1/UAF1 deubiquitinase complex; Potency, µM (series often up to 57.1 µM), for inactives: at the top dose activity change, negative = inhibition, usual class: inhibitors; actives 0.23% (n = 390,000); recombinant USP1/UAF1, Ub-Rhodamine cleavage fluorescence; further: potency means the concentration at half of the fitted maximal effect; on the % scale 0 is the no-effect control and ±100 the full control effect; nearly all actives have a fitted effect of over 60% in size; inactives centre near -12
# Target sequence (O94782 whole entry, looked up): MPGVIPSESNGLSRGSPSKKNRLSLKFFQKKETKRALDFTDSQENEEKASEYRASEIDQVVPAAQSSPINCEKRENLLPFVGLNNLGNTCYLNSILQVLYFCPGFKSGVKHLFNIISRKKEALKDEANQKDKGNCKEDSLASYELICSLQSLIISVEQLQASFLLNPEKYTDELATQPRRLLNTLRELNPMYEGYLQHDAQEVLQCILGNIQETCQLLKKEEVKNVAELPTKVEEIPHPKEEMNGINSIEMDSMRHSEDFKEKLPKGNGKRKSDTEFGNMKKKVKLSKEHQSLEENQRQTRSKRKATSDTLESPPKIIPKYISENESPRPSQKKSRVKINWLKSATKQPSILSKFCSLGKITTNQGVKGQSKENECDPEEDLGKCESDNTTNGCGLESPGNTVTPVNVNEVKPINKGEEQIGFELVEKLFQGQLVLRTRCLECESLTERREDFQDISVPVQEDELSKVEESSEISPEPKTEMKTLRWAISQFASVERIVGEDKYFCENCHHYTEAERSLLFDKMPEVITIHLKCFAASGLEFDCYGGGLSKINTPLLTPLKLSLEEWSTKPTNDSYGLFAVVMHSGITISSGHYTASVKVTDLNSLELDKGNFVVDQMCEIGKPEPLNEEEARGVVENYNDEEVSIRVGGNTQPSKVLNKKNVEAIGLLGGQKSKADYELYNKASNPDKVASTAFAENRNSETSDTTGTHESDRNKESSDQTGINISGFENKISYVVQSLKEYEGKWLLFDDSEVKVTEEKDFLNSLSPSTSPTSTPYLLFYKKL
#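 USP1/UAF1 complex (1 nM) preincubated 15 min at room temperature with compound, then Ub-Rho substrate (150 nM final) added. Kinetic fluorescence at 480/540 nm over 6 reads at 60 s intervals; 50 mM HEPES pH 7.8, 0.5 mM EDTA, 0.1 mg/ml BSA, 1 mM TCEP, 0.01% Tween-20.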
# rTrxR1 inhibitor – inhibitors of rat thioredoxin reductase 1; AID 588453; Potency, µM (titrated, usually from 114 µM), without a hit: at the highest dose activity change, negative = inhibition, most hits filed as inhibitors; O89049; actives 1% (n = 390,000); recombinant rTrxR1, NADPH fluorescence consumption, selenite substrate; further: potency means the concentration at half of the fitted maximal effect; on the % scale 0 is the no-effect control and ±100 the full control effect; nearly all actives have a fitted effect of over 65% in size
#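 Rat TrxR1 (90 nM in the dispensed reagent) was pre-reduced with 400 uM NADPH for 5 min at room temperature, then incubated with compound for 15 min. After 400 uM selenite was added, NADPH fluorescence (Ex 340/Em 450 nm) was followed for 8 min.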
# TrxR1 substrate – is turned over as a substrate by rat TrxR1; purified TrxR1 substrate turnover, NADPH consumption readout; Potency, µM (titrated, usually from 114 µM), inactives show at the highest dose activity change, negative = substrate turnover; actives 0.01% (n = 390,000); AID 588456; further: potency means the concentration at half of the fitted maximal effect; on the % scale 0 is the no-effect control and ±100 the full control effect; nearly all actives have a fitted effect of over 50% in size
#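 Rat TrxR1, dispensed at 90 nM, was prereduced with 400 uM NADPH (final) for 5 min at ~22 deg C, then incubated with compound 15 min before 400 uM selenite. A first-read NADPH fluorescence drop versus no-compound background flagged substrates.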
# Glioma ERSR ind – induces the endoplasmic reticulum stress response in human glioma cells. U87-MG GRP78 promoter luciferase reporter, 16 h. Potency, µM, without a hit: top-dose activation, actives largely listed as activators. actives 0.02% (n = 420,000); further: potency means the concentration at half of the fitted maximal effect; series mostly up to about 76 µM; % of control where 0% means no effect; nearly all actives have a fitted effect of over 35% in size
#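 Stably transfected U87-MG glioma cells carrying a GRP78-based luciferase sensor; 16 h compound incubation. Luminescence end-point read 10 min after Bright-Glo addition at room temperature.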
# LDHA block – blocks human lactate dehydrogenase A; P00338; purified LDHA, NADH/diaphorase-resazurin fluorescence; hits give low values; activity change, % (values are at about 110 or 230 µM); actives 0.15% (n = 480,000); in the data active means activity change below about -30%; inconclusive means mostly about -25% to -30%;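 further: plate controls were DMSO wells for no effect and wells without enzyme for full effect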
#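 Human LDH5 at 2 nM final in Tris HCl pH 7.4 with 0.06 mM NADH and 0.2 mM pyruvate, reacted 5 minutes at room temperature. Remaining NADH coupled via diaphorase/resazurin; resorufin fluorescence read at 0 and 20 minutes, normalized to enzyme-free and DMSO wells.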
# An asterisk follows results filed as active; u = inconclusive; & = joins results of further samples; [ ] = remark or other dose. Unless noted, the call rests on the fitted dose curve; in most records, active means well fitted curve in the direction sought with a large enough effect; inconclusive means small, poorly fitted or top-dose-only effect, or another doubt; inactive means no such curve, though single readings can be large; an effect the other way counts as inactive or inconclusive. The list is partial; rates above refer to the full screens.
SMILES,RGS4 inhibitor,Vif-A3F inh,Vif-APOBEC3G blk,IDH1 R132H inh,USP1 inh,rTrxR1 inhibitor,TrxR1 substrate,Glioma ERSR ind,LDHA block
CCOc1cc(/C=C2\C(=N)N3N=C(N4CCCCC4)SC3=NC2=O)ccc1OC(=O)c1ccco1,u,-13%,u,12%,-21%,-6%[57.1 µM],-3%[57.1 µM],-4%,-1
NC(=O)CCC(NS(=O)(=O)c1ccc(Cl)cc1)C(=O)NCc1ccc(Cl)cc1 (stereo not given),1%,2%,-5%,-6%,-22%,22%,-3%,0%,-1
CC(=O)Nc1ccc(Nc2cc(C)nc3c(-c4ccc(Cl)cc4)cnn23)cc1,-16%,6%,-26%,5%,-16%,31%,72%[activator],3%,4&-4
Cc1cccc(NC(=O)CCn2cnnn2)c1,-11%[11.4 µM],-8%&1%,1%&0%,4%&10%,-23%&-5%,10%,2%&-1%,-1%&-2%,1&0
O=S(=O)(c1ccc(SCc2ccccc2)nc1)N1CCCC1,15%,6%,4%,-1%,-25%,14%,0%,4%,-1
CCOC(=O)c1cnc2c(F)ccc(F)c2c1Sc1ccccc1,-37%,1%,-1%,-10%,-27%,56µM*,-11%,u,1
Cc1ccc(C(=O)N2CCC3(CC2)Oc2ccc(F)cc2C(=O)C32CC(c3ccccc3)=NO2)s1 (stereo not given),5%,0%,3%,-11%,-29%,24%[57.1 µM],2%[57.1 µM],-3%,-1
COCCNC(=O)C(c1ccc(C)o1)N(Cc1cccs1)C(=O)c1snc(C(N)=O)c1N (stereo not given),4%,-4%,1%,4%,-4%,2%,4%,-2%,1
COc1cccc(-c2nc(CS(=O)(=O)CC(=O)NCCCc3ccccc3)c(C)o2)c1,9%&-34%,-1%&0%,0%&1%,2%&10%,-16%&8%,22%&10%,6%&8%,-4%&-3%,-6&-2
CCN1CCN(c2ccc(NC(=O)c3cc4ccccc4cc3OC)cc2C)CC1,-26%,-7%,3%,13%,-22%,11%,8%,-6%,-10
CCC(Oc1ccccc1)C(=O)Nc1ccc(S(=O)(=O)Nc2cnc3ccccc3n2)cc1 (stereo not given),7%,-5%,-8%,5%,-11%,-14%,5%,11%,-7
COc1ccc2cc(C(=O)C3CCCN(C(=O)c4cc(=O)n(C)c(=O)n4C)C3)ccc2c1 (stereo not given),u,1%,2%,5%,-21%,17%[57.1 µM],65%[activator][57.1 µM],1%,-5
Cn1c(=O)c2c(-c3ccccc3)n3c(c2n(C)c1=O)C(c1ccc([N+](=O)[O-])cc1)Nc1ccccc1-3 (stereo not given),28%,2%,-13%,0%,-11%,12%,-4%,-4%,-7
CC1CN(Cc2csc(-c3ccc(Cl)cc3)n2)CC(C)O1 (stereo not given),1%,2%,1%,5%,-19%,-34%,-19%,5%,-10
Cc1csc(NC(=O)c2cnc3ccccc3n2)n1,-7%,-13%,7%,2%,-22%,13%,0%,-10%,1
CSc1ncccc1C(=O)Nc1nc2ccc(F)cc2s1,-28%,-14%,-5%,5%,-10%,22%[57.1 µM],8%[57.1 µM],-5%,-5
O=C(Oc1ccccc1)c1ccc2nccnc2c1,32%,-7%,4%,22%,-12%,10%,-2%,-2%,-6
CCOC(=O)/C=C(C)\C=C\c1c[nH]c2ccccc12,-33%,-9%,-8%,4%,4%,8%[57.1 µM],5%[57.1 µM],4%,-9
COc1cccc(CN2CC(C(=O)NCCc3ccccc3C(F)(F)F)CCC2=O)c1 (stereo not given),-19%,2%,-1%,4%,-19%,15%,-1%,5%,-4
CCCCCCSc1ccc([C@H]2N[C@@](C)(C(=O)OC)[C@H]3C(=O)N(CC)C(=O)[C@@H]23)cc1,-20%,-1%,1%,3%,u,7%,-2%,-5%,3
C/C(=N\NC(=O)c1ccc(Cl)c(Cl)c1)c1ccc(Br)s1,-16%,11%,-1%,4%,-9%,-2%,-1%,-1%,-4
CC(C)NC(=O)NC1C2CC3CC(C2)CC1C3 (stereo not given),-40%,-5%,-3%,1%,-13%,-1%[57.1 µM],-8%[57.1 µM],-6%,-3
CCN(CC(=O)NCc1ccc(Cl)cc1)C(=O)/C=C/c1cc(OC)c(OC)c(OC)c1,1%,-1%,-7%,-4%,u,-7%,19%,-3%,-8
CN(C)CCC1Sc2ccccc2Oc2ccccc21 (stereo not given),-8%,4%,2%,4%,-8%,-4%,1%,-5%,-15
Cc1ccc(N2CS(=O)(=O)/C(=C/N(C)C)C2=O)cc1,-18%,5%,1%,-3%,-3%,-17%,-15%,-7%,-5
CC1(C)CC(=O)C=C(Nc2ccc([N+](=O)[O-])cc2)C1,-12%,4%,-7%,3%,-22%,1%,-7%,-3%,0
O=C(c1cc(C(=O)N2CCCC2)cc([N+](=O)[O-])c1)N1CCCC1,3%,-1%,-3%,-11%,-2%,-13%,-9%,-1%,-9
O=C(COC(=O)c1ccc(O)cc1)NC1CCCC1,-20%,-8%,-1%,0%,-18%,15%,9%,0%,1
CCOC(=O)CSc1nc2ccccc2c(=O)n1-c1ccc(C)cn1,9%,0%,-2%,0%,-10%,-11%[57.1 µM],-8%[57.1 µM],-2%,-2
CCN(CC)S(=O)(=O)c1ccc(NC(=O)COc2c(OC)cccc2OC)cc1,-9%[56.9 µM],-6%,1%,3%,-19%,14%,6%,-9%,0
COc1ccc(-c2nnc(SCC(=O)Nc3ccc4c(c3)OCCO4)n2N)cc1OC,-13%,-1%,0%,7%,-15%,1%,-1%,-2%,1
CN(CC(=O)Nc1ccccc1Cl)C(=O)CSc1nnc(N)s1,-20%,0%,0%,-6%,-18%,8%[57.1 µM],3%[57.1 µM],2%,-3
Cn1c(=O)c2c(SCC(=O)Nc3ccccc3F)nc(-c3ccccc3F)nc2n(C)c1=O,11%,-6%,1%,0%,-14%,6%,-2%,-4%,-13
Cc1ccc(C)c(-c2cc(C(=O)N/N=C/c3cccnc3)c3ccccc3n2)c1,35%,-20%,-26%,-2%,-25%,2%,-8%,-1%,-4
CO/N=C\CC(=O)Nc1ccc(F)cc1,-14%,5%,-4%,12%,0%,14%,8%,-3%,-3
N=C1C(c2nc3ccccc3c(=O)[nH]2)=C(O)CN1CCc1ccccc1,11%,-3%,2%,-2%,-27%,11%,10%,-1%,-1

# In another format: results already given.
# Every second line gives: RGS4 inhibitor | Vif-A3F inh | Vif-APOBEC3G blk | IDH1 R132H inh | USP1 inh | rTrxR1 inhibitor | TrxR1 substrate | Glioma ERSR ind | LDHA block
COc1ccc(-c2nnc(SCC(=O)Nc3ccc4c(c3)OCCO4)n2N)cc1OC
 : -13% | -1% | 0% | 7% | -15% | 1% | -1% | -2% | 1
CN(CC(=O)Nc1ccccc1Cl)C(=O)CSc1nnc(N)s1
 : -20% | 0% | 0% | -6% | -18% | 8%[57.1 µM] | 3%[57.1 µM] | 2% | -3

# Results in rTrxR1 inhibitor, Glioma ERSR ind and IDH1 R132H inh, for 4 of the compounds above:
SMILES | rTrxR1 inhibitor | Glioma ERSR ind | IDH1 R132H inh
NC(=O)CCC(NS(=O)(=O)c1ccc(Cl)cc1)C(=O)NCc1ccc(Cl)cc1 (stereo not given) | 22% | 0% | -6%
CSc1ncccc1C(=O)Nc1nc2ccc(F)cc2s1 | 22%[57.1 µM] | -5% | 5%
CC1(C)CC(=O)C=C(Nc2ccc([N+](=O)[O-])cc2)C1 | 1% | -3% | 3%
CCN(CC)S(=O)(=O)c1ccc(NC(=O)COc2c(OC)cccc2OC)cc1 | 14% | -9% | 3%

# Carrying on:
SMILES,RGS4 inhibitor,Vif-A3F inh,Vif-APOBEC3G blk,IDH1 R132H inh,USP1 inh,rTrxR1 inhibitor,TrxR1 substrate,Glioma ERSR ind,LDHA block
CCCN(CC(=O)Nc1ccc(F)c(F)c1F)C(=O)c1cc(S(=O)(=O)N(C)C)ccc1N1CCCC1,7%,0%,-2%,13%,-9%,24%,7%,-6%,-5
O=C1c2cccc3cccc(c23)C(=O)N1CCCCCc1n[nH]c(=S)o1,u,5%,2%,u,-7%,6%[57.1 µM],10%,-8%,-4
CCN(CC)c1ccc(NC(=O)CCCOc2cccc(C)c2)cc1,-47%,7%,-4%,3%,-9%,15%[57.1 µM],1%[57.1 µM],-1%,3
Cn1cnnc1SCC(=O)OCN1C(=O)c2ccccc2C1=O,19%,3%,1%,1%,-10%,1%[57.1 µM],2%[57.1 µM],4%,-4

# 4 entries from above, set out differently:
Compound	RGS4 inhibitor	Vif-A3F inh	Vif-APOBEC3G blk	IDH1 R132H inh	USP1 inh	rTrxR1 inhibitor	TrxR1 substrate	Glioma ERSR ind	LDHA block
O=C(COC(=O)c1ccc(O)cc1)NC1CCCC1	-20%	-8%	-1%	0%	-18%	15%	9%	0%	1
CCOC(=O)CSc1nc2ccccc2c(=O)n1-c1ccc(C)cn1	9%	0%	-2%	0%	-10%	-11%[57.1 µM]	-8%[57.1 µM]	-2%	-2
CCN(CC)S(=O)(=O)c1ccc(NC(=O)COc2c(OC)cccc2OC)cc1	-9%[56.9 µM]	-6%	1%	3%	-19%	14%	6%	-9%	0
COc1ccc(-c2nnc(SCC(=O)Nc3ccc4c(c3)OCCO4)n2N)cc1OC	-13%	-1%	0%	7%	-15%	1%	-1%	-2%	1

# Compound activity as filed in PubChem BioAssay.
